CRFR2-BP antag: CRF-BP/CRF-R2 complex antagonism; inhibition, % at 11.8 µM; actives 0.59% (n = 350,000); HEK293 CRF-R2/CRF-BP, CRF-induced calcium fluorescence; AID 588475;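 active = inhibition of the ligand-induced calcium signal above about 50% at the single tested concentration, limit read from the data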
MEKK3 PB1 HTS: raises or lowers MEK5 binding to the human MEKK3 PB1 domain. binding response (% of control), % at 10 µM. bead-based flow cytometry, Alexa488-MEK5 binding to MEKK3; actives lie on both sides; 0 = blocked by unlabeled MEK5, 100 = vehicle. Q99759. actives 1.4% (n = 290,000). AID 1529;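 active = binding response more than 3 SD above or below the average of its plate-row segment, actives on both sides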;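 also: Alexa488 bead fluorescence after subtracting the streptavidin-only scavenger bead signal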
Target sequence (Q99759 whole entry, looked up, the tested form may be a part): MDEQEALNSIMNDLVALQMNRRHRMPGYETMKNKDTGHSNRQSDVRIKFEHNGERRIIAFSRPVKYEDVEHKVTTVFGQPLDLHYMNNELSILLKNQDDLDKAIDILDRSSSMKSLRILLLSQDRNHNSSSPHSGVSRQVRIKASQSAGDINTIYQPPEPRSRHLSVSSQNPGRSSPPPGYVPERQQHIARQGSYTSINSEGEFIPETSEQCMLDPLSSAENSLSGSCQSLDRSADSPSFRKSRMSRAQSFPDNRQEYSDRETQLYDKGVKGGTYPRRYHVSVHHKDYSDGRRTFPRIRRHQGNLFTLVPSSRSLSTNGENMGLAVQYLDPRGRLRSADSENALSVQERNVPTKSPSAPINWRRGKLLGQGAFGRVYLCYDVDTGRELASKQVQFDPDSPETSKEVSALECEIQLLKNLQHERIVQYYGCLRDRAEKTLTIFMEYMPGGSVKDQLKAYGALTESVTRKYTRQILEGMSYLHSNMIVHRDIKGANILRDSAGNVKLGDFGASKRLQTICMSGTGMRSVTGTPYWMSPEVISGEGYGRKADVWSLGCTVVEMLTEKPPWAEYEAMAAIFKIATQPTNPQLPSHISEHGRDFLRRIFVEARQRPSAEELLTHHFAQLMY
p-CIP stab down: compounds decreasing mouse p/CIP protein stability; F442A p/CIP-EGFP cells, EGFP fluorescence, 16 h; decrease of EGFP signal, % at 10 µM; actives 0.01% (n = 290,000);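 active = EGFP signal decrease of at least 30% at 10 µM or well 3 SD below plate mean, unless failing retest; inactive = the rest, including hits failing retest or dose response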; also: some compounds called inactive have numbers as strong as hits; many of its hits are not listed in these tables
GalR3 antagonist: human GalR3 antagonism; HEK293 GalR3-CNG cAMP membrane potential fluorescence; galR3 body fused to GalR1 C-terminus; inhibition, % at 3 µM; actives 0.44% (n = 360,000); AID 651719;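 active = inhibition above the screen-wide average plus 3 SD, cut at about 13% in these data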;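 also: forskolin and galanin both at EC90 stimulate the cells; cAMP rise reported by CNG channel membrane potential dye signal; 0% = forskolin plus galanin with DMSO and 100% = forskolin alone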
Target sequence (O60755 1-299 limits assumed): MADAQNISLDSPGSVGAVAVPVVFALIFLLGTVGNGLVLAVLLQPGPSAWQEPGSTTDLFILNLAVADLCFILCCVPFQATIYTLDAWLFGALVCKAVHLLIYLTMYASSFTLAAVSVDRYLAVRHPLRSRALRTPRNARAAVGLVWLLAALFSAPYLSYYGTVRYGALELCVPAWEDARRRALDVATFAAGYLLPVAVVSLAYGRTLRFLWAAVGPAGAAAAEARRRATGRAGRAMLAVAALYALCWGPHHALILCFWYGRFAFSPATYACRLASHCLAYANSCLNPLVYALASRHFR
M4 PAM: positive allosteric modulators of human muscarinic M4 receptor | P08173 | CHO-K1 hM4/Gqi5, Fluo-8 calcium fluorescence, ACh EC20; 0% = ACh EC20, 100% = maximal ACh | activation, % at 3 µM | actives 0.4% (n = 360,000) | AID 624126;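 active = activation above its plate's cutoff, the mean activation of sample wells plus 3 SD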; also: some results filed as inactive read as strong as hits
CRFR2-BP ag: agonists of human CRF-binding protein/CRF-R2 receptor complex; HEK293 CRF-R2/CRF-BP, calcium dye fluorescence (FLIPR); percent of saturating CRF peptide response; activation, % at 13.2 µM; actives 0.46% (n = 350,000); AID 588473;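 active = activation of at least 50%, plus an integration ratio under a set limit after plate pattern correction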;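 also: plate controls were neutral control wells without compound for no effect and CRF at EC100 for full effect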
IDE cell inh: cellular human IDE inhibition; inhibition, % at 5.59 µM; HEK cells, FAbetaB cleavage, fluorescence polarization; actives 0.41% (n = 320,000); P14735;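 active = percent inhibition above the average of all tested compounds plus 3 SD, set per screening campaign, cut at about 16% in these data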;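 also: IDE supplied by intact live HEK cells; FP after avidin binding of uncleaved biotin substrate so inhibition keeps polarization high; 0% = DMSO wells and 100% = 60 µM reference IDE inhibitor Ii1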
IDE cell activ: IDE (human) activation, cell-based | actives 0.073% (n = 340,000) | HEK cells, FAbeta-B cleavage, fluorescence polarization; 0% vehicle, 100% cell-free pure enzyme wells | AID 493087 | activation, % at 5.96 µM | P14735;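 active = activation above the mean of all tested compounds plus 3 SD, set per screening campaign, cut at about 17% in these data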
PHOSPHO1 inh: inhibitors of human PHOSPHO1 phosphatase; Q8TCT1; recombinant PHOSPHO1, absorbance phosphatase assay; inhibition, % at 13.3 µM; actives 1.1% (n = 290,000); AID 1565; in the data active = inhibition above about 60%
Starred values were filed as active, the others as inactive; x = not tested or not shown.

Under each structure: GalR3 antagonist, CRFR2-BP antag, IDE cell inh, M4 PAM, IDE cell activ, CRFR2-BP ag, PHOSPHO1 inh, MEKK3 PB1 HTS, p-CIP stab down
> CCOc1ccc(NC(=O)CCN2CCN(S(=O)(=O)c3ccc(OC)cc3)CC2)cc1
→ -3, 0, -1, 3, 1, -1.2, 0, 97, -2
> CCOc1ccc(S(=O)(=O)NCC(=O)N(C)Cc2cccnc2)cc1
→ -3, -8, 4, 0, 4, 0.0, -7, 97, -20
> O=C(c1c(F)cccc1F)N1CCCc2ccccc21
→ -13, 12, 1, -3, 5, -2.2, 24, 102, 7
> O=C(O)CCCNC(=O)c1nn(Cc2ccccc2)c(=O)c2ccccc12
→ -4, 2, -11, 3, -1, -1.3, 0, 102, -5
> CCN(CC(=O)Nc1cccc(F)c1)CC(=O)Nc1ccccc1OC
→ -2, -1, -1, -6, -3, -0.3, 38, 96, -10
> O=C(NNC1=Nc2cccc3cccc1c23)c1ccc(Br)cc1
→ -4, 4, 4, 5, x, 12, 17, 104, -48
> CCc1ccc(CN2CCC(n3nccc3NC(=O)c3ccc4c(c3)OCO4)CC2)cc1
→ -5, -23, -2, -4, 4, -0.9, 32, 96, -15
> COc1cc(NC(=O)Nc2cccc(Cl)c2)c(C(=O)O)cc1OC
→ -5, 11, -7, 2, 2, 0.3, -8, 107, 7
> C=CCN=C(NC#N)SCc1ccccc1Cl
→ -3, 5, 5, 11, -5, 1.7, 21, 115, -9
> COc1ccc(CNS(=O)(=O)c2cccc(S(=O)(=O)N3CCOCC3)c2)cc1
→ -6, -7, 1, 1, -4, -0.8, 6, 99, 0
> Cc1ccc(S(=O)(=O)N2CCN(C(=O)CN3C(=O)NC(C)(CCC(C)C)C3=O)CC2)c(C)c1 (stereo unspecified)
→ -3, -16, x, -4, -2, 1.3, x, x, x
> CC(C)CC(=O)NC(=S)NNC(=O)c1ccc([N+](=O)[O-])cc1
→ -2, -8, -3, -4, -2, 39, -38, 97, -11
> COc1ccc(-c2ccc(NC(=O)c3ccc(Br)o3)cc2)nn1
→ 3, 1, 1, 6, -2, -0.5, x, x, x
> O=C(O)c1cccnc1SCc1cccc(Cl)c1
→ -1, 0, 7, 2, 3, 0.1, -7, 100, 2
> O=C1C2C3C=CC(CC3)C2C(=O)N1c1ccc(Br)cc1[N+](=O)[O-] (stereo unspecified)
→ -5, -26, 1, -1, 3, 0.4, x, 101, -14
> CCN(CC)S(=O)(=O)c1cccc(-n2c(O)c(C=Nc3ccccc3C(=O)O)c3ccccc3c2=O)c1
→ -8, 3, -6, 15, 1, 1.2, -1, 95, -6
> COc1ccc(C(=O)c2cn(-c3cccc(Br)c3)nc2C(C)=O)cc1
→ -4, 2, 1, 2, 2, -0.9, x, x, x
> FC(F)(F)c1cnc(Nc2ccc(N3CCOCC3)cc2)c(Cl)c1
→ -2, -11, 2, -1, 3, -0.7, 41, 103, 3
> Oc1c(C(Nc2nccs2)c2ccc(C(F)(F)F)cc2)ccc2cccnc12 (stereo unspecified)
→ 2, -18, x, -8, -17, 3.2, 5, 101, 12
> CCNc1nc(NC(C)C)nc(SCCOc2ccc(C)cc2)n1
→ 8, 9, 3, -2, 1, 4.2, 19, 105, -5
> CCCOc1ccc(C(=O)NCC2OCCc3ccccc32)cc1OC (stereo unspecified)
→ -6, -7, -2, 11, 3, -0.9, -8, 91, 12
> O=C(O)CC1SC(=O)N(CC(=O)c2ccccc2)C1=O (stereo unspecified)
→ -1, -6, -1, 4, 3, 2.0, 47, 109, 7
> O=C(CSc1nc2ccccc2c(=O)n1Cc1ccco1)Nc1cccc(O)c1
→ -9, -8, 3, -1, 3, -1.4, 17, 100, -10
> CC(C)(CO)CNC(=O)CCc1nnc(CCCc2ccccc2)o1
→ -7, 3, -4, 1, 3, -1.3, 48, 83, -8
> Cc1cccc(-n2c(CCc3ccccc3)nnc2SCC(=O)c2ccccc2)c1
→ -11, 24, -3, -10, -1, -1.8, 16, 92, -7
> CC(C)(C)OC(=O)C(C(=O)OC(C)(C)C)c1ccc(Cl)nn1
→ -3, 7, 1, 3, 1, -3.3, -6, 106, -4
> O=C(O)c1nn(CC(=O)N2CCCCCC2)c(=O)c2ccccc12
→ 9, -5, -3, -1, 7, -0.8, 32, 117, -11
> Cc1sc(NC(=O)CCCCC(=O)Nc2sc(C)c(C)c2C(=O)O)c(C(=O)O)c1C
→ -2, 9, -2, -19, 2, -1.6, x, x, x
> O=c1cc(-c2ccccc2)nc2cc(-c3ccc(Br)cc3)[nH]n12
→ -4, 12, -2, -3, -1, -1.6, 39, 101, -8
> NC(=O)c1ccccc1OCC(=O)NS(=O)(=O)c1ccccc1
→ 0, -12, 6, -1, 3, -1.5, -21, 103, -4
> O=C(NCCCN1CCCC1=O)c1cccc(S(=O)(=O)N2CCCCC2)c1
→ -6, -2, -1, 7, -1, -0.8, x, x, x
> Cc1cccc(NC(=O)CSCC(=O)NNC(=O)c2ccoc2C)c1
→ 2, 7, 1, 23*, 5, -1.1, 23, 81, -4
> Cc1ccc(C)c(CNS(=O)(=O)c2c(C)[nH]c(C)c2C(=O)N2CCCC2)c1
→ 0, -20, -2, 2, 5, -1.5, 30, 104, -2
> NC(=O)c1cc(S(=O)(=O)N2CCN(c3cccc(Cl)c3)CC2)cs1
→ 4, -3, -1, 4, 6, -4.9, 38, 99, 5
> CC(C)n1cnc2c(NCc3ccccc3)cc(N[C@H](C)CO)cc21
→ x, 4, 5, -6, 2, 17, x, x, x
> O=C(N/N=C/c1ccc(N2CCOCC2)o1)c1cccc([N+](=O)[O-])c1
→ -3, 2, 3, 14, 0, -0.2, -11, 92, -2
> O=C1C=C(NCc2ccco2)C2(CCCCC2)O1
→ 1, 6, -9, -1, 2, -2.4, -3, 101, -10
> Cc1cccc(C(=O)N2CCCC(CCC(=O)N3CCN(c4ccccn4)CC3)C2)c1 (stereo unspecified)
→ -2, 11, -1, -8, 3, -1.5, 41, 102, -8
> Cc1ccc(C(=O)OC(C)C(=O)NCc2ccc3c(c2)OCO3)cc1S(=O)(=O)N1CCOCC1 (stereo unspecified)
→ 3, -18, x, -1, 7, 3.1, 17, 99, -11
> Cc1cc2cc(C(c3nnnn3CC3CCCO3)N3CCCc4ccccc43)c(=O)[nH]c2cc1C (stereo unspecified)
→ -3, -33, x, -1, -21, 4.0, -60, 101, -6
> O=C(Nc1ccc(Cl)cn1)c1ccc(-c2cc(Cl)ccc2Cl)o1
→ 4, -5, 3, 25, -4, 3.8, 2, x, -1
> CN1CCN(C(=S)NC(=O)/C=C/c2cccc3ccccc23)CC1
→ -3, -14, -1, -5, -3, 0.9, -2, 107, -4
> CCSC(=O)NC12CC3CC(CC(C3)C1)C2
→ -5, -35, -4, 18, 2, 2.1, -20, 103, -6
> Cc1cc2c(Nc3ccccc3)ncnc2s1
→ 0, -18, 2, -12, 5, -0.9, 33, 73, 1
> CCOCC(=O)Nc1cccc(NC(C)=O)c1
→ 4, -26, -3, 4, 0, -0.3, 29, 103, -12
> COC(=O)c1ccccc1NC(=O)CCCCCn1nnc2ccccc2c1=O
→ -7, 12, -2, -2, 2, -0.2, 20, 105, -2
> NC(=O)c1ccc(NC(=O)COC(=O)C(Cc2ccccc2)NC(=O)c2ccccc2)cc1 (stereo unspecified)
→ 15*, -17, 3, -7, 7, -0.3, 4, 99, 14
> CCCn1c(=O)[nH]c(=O)c2c(C(F)(F)F)cc(-c3ccc(C)cc3)nc21
→ -5, -14, 5, 6, 4, -0.6, 5, x, 6
> CC(O)CNCc1cccc2ccccc12 (stereo unspecified)
→ -3, -27, 1, 7, 4, 0.8, 10, 94, -2
> C[C@H](CO)N1C[C@H](C)[C@@H](CN(C)S(=O)(=O)c2cn(C)cn2)Oc2c(NS(=O)(=O)c3cn(C)cn3)cccc2C1=O
→ -4, 1, 1, 2, 4, -0.5, x, x, x
> O=C(Nc1cc(S(=O)(=O)N2CCCC2)ccc1Cl)C1=COCCO1
→ -3, 2, 7, 4, 4, -0.1, 0, 100, 22
> O=C(Cc1cccs1)Nc1nc2ccccc2s1
→ -7, 1, 8, -6, 4, -0.7, -2, 100, -1
> CCN(CC)S(=O)(=O)c1ccc(N2CCOCC2)c(NC(=O)COc2ccc(C#N)cc2)c1
→ 8, 15, 4, 6, 10, -1.1, 28, 107, -12
> O=C(N/N=C/c1cccc(OC(=O)N2CCOCC2)c1)c1cccs1
→ -5, 6, 0, -9, 0, -0.3, 7, 155*, 4
> S=c1[nH]nc(NC2CCCCC2)s1
→ -4, -27, x, -3, x, -1.4, x, x, x
> CCOC(=O)C(C)Sc1nc(-c2ccco2)cc(C(F)(F)F)c1C#N (stereo unspecified)
→ -4, -3, 2, 5, -2, 0.6, -10, 99, 4
> COc1cccc(NC(=O)Cn2c(SCC(=O)N3CCOCC3)nc3ccccc32)c1
→ -4, -6, 1, 15, 2, -0.7, 0, 97, -2
> CC(=O)Nc1ccc(C(=O)COC(=O)C2CC3CCCC(C2)C3=O)cc1 (stereo unspecified)
→ -2, -3, -1, 4, 2, 0.9, x, x, x
> O=C(NNc1nc(N2CCOCC2)nc(N2CCOCC2)n1)Nc1ccc(Cl)cc1
→ 3, x, -5, x, x, x, 27, 104, -9
> CN(Cc1cccs1)C(=O)Cn1cnc2ccccc2c1=O
→ -7, 10, 2, -4, -2, 0.3, 19, 102, 2

Reformatted: entries from further up.
canonical_smiles: CCCn1c(=O)[nH]c(=O)c2c(C(F)(F)F)cc(-c3ccc(C)cc3)nc21
  GalR3 antagonist: -5
  CRFR2-BP antag: -14
  IDE cell inh: 5
  M4 PAM: 6
  IDE cell activ: 4
  CRFR2-BP ag: -0.6
  PHOSPHO1 inh: 5
  MEKK3 PB1 HTS: x
  p-CIP stab down: 6
canonical_smiles: CC(O)CNCc1cccc2ccccc12 (stereo unspecified)
  GalR3 antagonist: -3
  CRFR2-BP antag: -27
  IDE cell inh: 1
  M4 PAM: 7
  IDE cell activ: 4
  CRFR2-BP ag: 0.8
  PHOSPHO1 inh: 10
  MEKK3 PB1 HTS: 94
  p-CIP stab down: -2
canonical_smiles: C[C@H](CO)N1C[C@H](C)[C@@H](CN(C)S(=O)(=O)c2cn(C)cn2)Oc2c(NS(=O)(=O)c3cn(C)cn3)cccc2C1=O
  GalR3 antagonist: -4
  CRFR2-BP antag: 1
  IDE cell inh: 1
  M4 PAM: 2
  IDE cell activ: 4
  CRFR2-BP ag: -0.5
  PHOSPHO1 inh: x
  MEKK3 PB1 HTS: x
  p-CIP stab down: x
canonical_smiles: O=C(Nc1cc(S(=O)(=O)N2CCCC2)ccc1Cl)C1=COCCO1
  GalR3 antagonist: -3
  CRFR2-BP antag: 2
  IDE cell inh: 7
  M4 PAM: 4
  IDE cell activ: 4
  CRFR2-BP ag: -0.1
  PHOSPHO1 inh: 0
  MEKK3 PB1 HTS: 100
  p-CIP stab down: 22

High-throughput results as filed in PubChem BioAssay.
